FN deposit inh = fibronectin deposition inhibition | AH1F fibroblasts, Alexa488-fibronectin deposition fluorescence, overnight | inhibition, % at 12.6 µM | 350,000 tested, 0.086% active;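 active = mean inhibition across replicates of 30% or more, regardless of how many single replicates reach that level; inconclusive = mean under 30% yet at least half of replicates reach 30%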;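 also: positive control wells lacked labelled fibronectin entirely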
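Assay system: AH1F fibroblast monolayer, labelled fibronectin deposition. Amount: 10000 cells per well. Also added: labelled fibronectin 24 nM. Compound: single-point pinned compound. Incubation: cell attachment 1 h, compound and FN exposure overnight. Detection: fluorescence after three HBSS washes, excitation 485 nm, emission 525 nm. Read-out: inhibition of fibronectin deposition signal.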
S100A4 inh HTS = S100A4-myosin IIA interaction inhibition. P26447. S100A4/TAMRA-MyoIIA peptide fluorescence polarization. inhibition, % at 10.7 µM. 360,000 tested, 0.14% active. AID 652163;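 active = mean inhibition of at least 70% across replicates, with every replicate also reaching that level; inconclusive = mean inhibition reaches 70% but some replicates fall short; inactive = mean inhibition below 70%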
Target sequence (P26447 whole entry, looked up): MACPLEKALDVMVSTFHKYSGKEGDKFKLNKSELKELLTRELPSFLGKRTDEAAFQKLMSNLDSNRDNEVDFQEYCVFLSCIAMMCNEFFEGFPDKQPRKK
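System – human S100A4 monomer protein, biochemical binding assay · Buffer or medium – Calcium-containing HEPES buffer, pH 7.2 · Timing – 5 min between mix addition and reading · Also added – TAMRA-labelled myosin IIA heavy-chain peptide probe, 5 nM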
EWS-Fli block = blocks EWS/Fli oncoprotein-driven transcription; A673 NR0B1-luciferase reporter, viability-normalised; inhibition, % at 12.6 µM; 350,000 tested, 0.67% active;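 active = mean inhibition of at least 50% after viability correction, with every replicate also passing that limit; inconclusive = mean reaches 50% but only one of two replicates passes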;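 also: firefly luciferase signal divided by Alamar Blue viability fluorescence both relative to DMSO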
PglD inh = inhibitors of Campylobacter jejuni PglD acetyltransferase; purified PglD enzyme, DTNB colorimetric CoA detection; inhibition, % at 12.5 µM; 360,000 tested, 0.098% active; in the data active = inhibition above about 16%, passing the limit was not always enough; inconclusive = no clear call, values can overlap the other calls; also: strong numbers were not always called active
LGR2 antag = inhibitors of bursicon-induced Drosophila LGR2 receptor cAMP signaling; HEK293 LGR2, CRE-luciferase, bursicon-stimulated, 4 h; 380,000 tested, 0.35% active; inhibition, % at 9.99 µM;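 active = drop in luminescence signal, shown as inhibition above about 50% in the replicate tests, limit read from the data, passing the limit was not always enough; inconclusive = probably only some replicates passing the limit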;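 also: agonist challenge used bursicon conditioned medium at about half maximal strength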
PGC1a acetyl inh = PGC1a acetylation modulation, inhibitor mode | U2OS PGC1a acetylation, AlphaScreen anti-acetyl-lysine; with virally co-expressed GCN5 acetyltransferase | inhibition, % at 15.6 µM | 350,000 tested, 0.17% active;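 active = every replicate shows inhibition of at least 40%; inconclusive = mean inhibition at least 40% but some replicate below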;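 also: 0% = neutral control wells and 100% = positive control wells; some results beyond the cut were filed as inactive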
PAX8 inh HTS = PAX8 transcriptional activity inhibition | AID 652154 | RMG-I TPO-luciferase reporter, SteadyGlo, 24 h | inhibition, % at 12.6 µM | 360,000 tested, 1.2% active;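 active = mean replicate inhibition at least 60% with every replicate also reaching 60%; inconclusive = only one of the two criteria is met; inactive = mean below 60% and not all replicates reaching 60%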;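 also: luciferase light reporting Pax8 driven TPO promoter activity; plate controls were median of neutral control wells for no effect and mitoxantrone controls for full effect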
ERAP1 HTS inh = blocks human ERAP1 aminopeptidase activity. Q9NZ08. recombinant ERAP1, Leu-AMC fluorescence, 60 min. inhibition, % at 10.7 µM. 340,000 tested, 0.15% active. AID 652197;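 active = mean replicate inhibition of at least 30%, or all replicates individually reaching that 30% level; inactive = mean below 30% and not every replicate reaching it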;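 also: 0% = neutral control wells and 100% = L-leucinethiol positive control wells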
Starred values were filed as active, the others as inactive; ? = inconclusive; nt = no result given; & = joins results of further samples.

molecule	PGC1a acetyl inh	EWS-Fli block	PglD inh	FN deposit inh	S100A4 inh HTS	ERAP1 HTS inh	PAX8 inh HTS	LGR2 antag
O=C(CNC(=O)C(c1ccccc1)c1ccccc1)N/N=C\c1cccc(O)c1	0	-5	-8	5	-1	1	3	5
COC(=O)Cc1nnn2c1CC(OC)c1cc(Br)ccc1-2 (stereo unspecified)	nt	8	nt	4	-3	0	-6	-5
COc1ccc(CNC(=O)CN2C(=O)NC3(CCCCCC3)C2=O)cc1	10	6	-1	6	-7	0	7	10
COc1ccc(Br)cc1CNC(=O)CCCc1cn(C)c2ccccc12	-20	-4	nt	-4	0	2	12	33
COc1ccc(NC(=O)CS(=O)c2ccc(Br)cc2)cc1 (stereo unspecified)	nt	5	-3	4	-23	-2	4	8
O=C(O)CCn1c(CO)nc2ccccc21	-9	-4	nt	-4	2	-4	-6	nt
N#C/C(=C\c1ccc(O)c(O)c1)C(=O)N1CCc2ccccc21	-13	19	-6	6	-1	2	-8	-1
C[C@H](CO)N1C[C@H](C)[C@H](CN(C)Cc2ccc(C(F)(F)F)cc2)Oc2ccc(NC(=O)Nc3ccc(F)cc3)cc2CC1=O	-3	-6	nt	-7	-3	1	nt	25
O=C(Nc1cccnc1)c1ccc(Br)c(S(=O)(=O)N2CCCC2)c1	nt	nt	0	0	-3	3	10	5
C[C@H](C(=O)N(C)C[C@@H]1OCc2ccccc2-c2ccccc2C(=O)N([C@@H](C)CO)C[C@H]1C)c1ccccc1	-11	-7	0	-7	2	4	-27	-4
Cc1ccccc1CN1CCN(C(=O)c2cccc(F)c2)CC1	2	nt	-4	5	nt	nt	13	nt
C[C@H](CO)N1C[C@H](C)[C@H](CN(C)CC2CC2)Oc2cc(C3=CCCC3)ccc2S1(=O)=O	-29	3	-3	nt	4	1	nt	2
Cc1cccc(OCC(=O)O/N=C(\N)c2ccccn2)c1	nt	-81	nt	nt	-1	-2	nt	-20
N#Cc1ccsc1NC(=O)CSc1nnc(NC2CC2)s1	?	5	4	1	3	-5	24	2
C/C=C/c1cnc2c(c1)C(=O)N([C@H](C)CO)C[C@@H](C)[C@@H](CN(C)C(=O)CN1CCOCC1)O2	6	-16	2	13	2	5	nt	10
CCOc1ccccc1NC(=O)C1CCCN(c2c(CC)c(C)nc3ncnn23)C1 (stereo unspecified)	nt	1	-2	17	-6	1	28	-5
OCC[n+]1ccc(/C=C/c2c[nH]c3ccccc23)cc1	6	-8	nt	-8	-13	13	1	nt
Cc1noc(C)c1NC(=O)Nc1ccc2c(c1)C(=O)N([C@@H](C)CO)C[C@H](C)[C@@H](CN(C)Cc1ccc(Cl)c(Cl)c1)OCCCC[C@@H](C)O2	-7	11	0	nt	-1	-2	0	5
C[C@H](CO)N1C[C@H](C)[C@@H](CN(C)Cc2ccncc2)Oc2ccc(NC(=O)CCCCCC(=O)Nc3ccccc3N)cc2C1=O	-1&2	-6&-14	-1&-2	13	-76&-1	0&-1	-8	-13&-4
CCCNC(=O)N1CCC2(CC1)CN(C(=O)CC)[C@H](CO)c1[nH]c3cc(OC)ccc3c12	nt	3	nt	nt	19	2	nt	11
Oc1ccc(Cl)cc1CNc1cccc2cccnc12	21	-6	4	14	3	-1	16	24
CN(c1ccccc1C(=O)Nc1ccc(CC#N)cc1)S(=O)(=O)c1ccccc1	1	-33	2	-2	2	0	18	0
Cc1ccc([N+](=O)[O-])cc1NC(=O)c1ccoc1C	-27	nt	8	-3	nt	nt	-48	-10
Cc1ccc(S(=O)(=O)Nc2ccccc2N(C)S(=O)(=O)c2ccc(C)cc2)cc1	-32	-1	4	-2	-1	0	-6	26
C[C@@H]1CN([C@@H](C)CO)C(=O)c2cc(/C=C/c3ccccc3)cnc2O[C@H]1CN(C)Cc1ccncc1	0	2	-3	nt	1	5	nt	4
CCOP(=O)(c1ccc(N(C)C)cc1)C(O)c1ccncc1 (stereo unspecified)	5	-12	nt	-5	2	-1	10	8
COc1ccc(C(=O)NCC(c2ccco2)N2CCCC2)cc1S(=O)(=O)N1CCCCC1C (stereo unspecified)	9	4	6	-8	5	-2	8	7
CCO[C@H]1OC(C(=O)N2CCN(Cc3ccc4c(c3)OCO4)CC2)=C[C@@H](C(C)(C)C)[C@@H]1CCCO	-13	-2	-7	6	-2	2	-8	15
O=C(CSc1ncnc2c1cnn2-c1cccc(Cl)c1)NCC1CCCO1 (stereo unspecified)	nt	-4	-1	5	-9	3	nt	3
COc1ccc(C)cc1NC(=O)N1CCCc2ccccc21	nt	8	nt	-4	-2	-1	6	-26
CN1c2ccc(-c3cccc(F)c3)cc2[C@H]2[C@H](CCN2C(=O)Cc2ccccc2)[C@@H]1CO	6	5	0	-1	-56	0	37	-7
Cc1ccc(CCN2CC(C(=O)NCCCOC(C)C)CC2=O)cc1 (stereo unspecified)	1	2	0	nt	-5	5	nt	3
CCCN1C[C@@H](C)[C@@H](OC)CN(C)C(=O)c2ccc(NC(=O)Nc3c(C)noc3C)cc2OC[C@@H]1C	-1	-1	0	-6	4	0	nt	-9
COc1ccccc1N1CC(C(=O)OCC(=O)Nc2c(C)cccc2C)CC1=O (stereo unspecified)	nt	0	-5	2	-18	2	-7	-8
COc1cc2c(c(OC)c1OC)C(=O)CC2	nt	5	nt	-4	-6	1	-5	7
Cc1nc2nc3c(cn2n1)C(=O)CC(c1ccccc1)C3 (stereo unspecified)	3	nt	-1	6	nt	nt	-4	nt
COc1cccc(S(=O)(=O)N2C[C@@H](O)COC[C@H]3O[C@@H](CC(=O)NCCCN4CCOCC4)CC[C@@H]32)c1	5	10	-1	9	6	0	-7	-32
C[C@@H]1CN([C@H](C)CO)C(=O)c2cc(NS(=O)(=O)c3cn(C)cn3)ccc2O[C@@H](C)CCCCO[C@H]1CN(C)S(=O)(=O)c1ccc(F)cc1	4	39	nt	7	1	-1	10	4
CC(Oc1cccc2cccnc12)C(=O)N/N=C/c1ccccc1 (stereo unspecified)	nt	6	5	0	3	-5	6	-10
CO[C@@H]1CN(C)C(=O)c2cc(NC(=O)C3CCCCC3)ccc2OC[C@@H](C)NC[C@@H]1C	0	2	0	6	3	1	-9	-8
O=C(COC(=O)c1ccc(OC(F)F)cc1)Nc1cccc(S(=O)(=O)NC2=NCCC2)c1	2	3	2	5	-2	1	-11	3
COc1ccccc1CC(=O)Nc1ccc(S(=O)(=O)N(C)C2CCN(C)CC2)cc1	-6	3	-1	7	-4	-1	-7	-3
CCOCCn1c(CC)nc2ccccc21	0	7	3	11	-1	-1	-14	-14
CCCNc1nc2c(c(=O)n(C)c(=O)n2C)n1Cc1ccc(F)cc1	-4	7	7	-13	-2	4	23	4
CCOc1ccc(OCCC(=O)OC(C)C(=O)Nc2ccc(Cl)cn2)cc1 (stereo unspecified)	-7	-2	4	-5	-1	0	-16	12
C#CCOCCOCCOCCNc1nc(N2CCN(C(=O)[C@H](CO)n3cc([C@@H](N)C(C)C)nn3)CC2)nc(N2CCN(C(=O)[C@H](CCC(=O)O)n3cc([C@@H](N)[C@H](C)CC)nn3)CC2)n1	6	-2	6	11	-12	-11	-14	-5
O=C(NCCO)C(=O)Nc1cc2c3c(c1)CCN3C(=O)CC2	-1	nt	-1	-3	-18	1	-9	-2
COc1ccc(C(=O)Cc2cc(OC)c(OC)cc2[N+](=O)[O-])c(OC)c1	5	-45	-4	nt	0	2	nt	3
CS(=O)(=O)N1[C@@H]2c3ccc(-c4ccc(F)cc4)c(=O)n3C[C@H]1[C@H](CO)[C@H]2C(=O)NCC1CC1	-4	1	-6	nt	3	-1	5	1
COc1cccc(C(=O)OCCCN(C)C)c1	nt	3	nt	3	-6	3	-22	-14

The results go on.
molecule	PGC1a acetyl inh	EWS-Fli block	PglD inh	FN deposit inh	S100A4 inh HTS	ERAP1 HTS inh	PAX8 inh HTS	LGR2 antag
O=C(CN(Cc1ccc(F)cc1)C(=O)CNS(=O)(=O)c1ccc(F)cc1)NCC1CCCO1 (stereo unspecified)	nt	5	7	-4	-4	5	5	-1
Cc1ccc(NC(=S)NCCN(C2CCCCC2)C2CCCC2)cc1C	1	13	1	-17	-3	-1	25	14
CNC(=O)C1CC(=O)N(CCc2ccc(OC)cc2)C(=Nc2ccc(OC)cc2)S1 (stereo unspecified)	-9	nt	-4	-5	nt	nt	0	nt
N#C[C@H]1N[C@@H](CO)[C@@H]1c1ccc(C2=CCCC2)cc1	3	6	-3	nt	-4	-1	-11	nt
O=C1C2CC=CCC2C(=O)N1c1ccc(OCC(O)Cn2nnc3ccccc32)cc1 (stereo unspecified)	15	nt	0	-7	nt	nt	-1	nt
CN(CC(=O)Nc1ccc(Cl)c(C(F)(F)F)c1)C(=O)Cc1n[nH]c(=O)c2ccccc12	2	19	5	-2	1	-5	18	3
COC(=O)C1(C)CCC(C(=O)Nc2ccccc2)C1(C)C (stereo unspecified)	-20	7	nt	0	0	nt	4	-2
Cc1csc(NC(=O)CN2C(=O)c3ccccc3S2(=O)=O)n1	nt	nt	-1	nt	8	-3	5	2
Cc1cc(C(=O)N2CCC(C)(C(=O)NS(=O)(=O)C3CC3)C2)n(C(C)(C)C)n1 (stereo unspecified)	10	-7	-2	1	-7	4	-8	-6
Cc1noc(C)c1COc1ccc(C(=O)N2CCN(S(=O)(=O)c3ccc(F)cc3)CC2)cc1	nt	-1	-4	-2	3	0	8	-37
Cc1cccc(CCNC(=O)C2CCC(CNS(=O)(=O)c3cccs3)CC2)c1 (stereo unspecified)	-3	-10	-4	-7	-12	0	23	0
NNC(=O)c1oc2nc(-c3ccc(Cl)cc3)cc(-c3ccccc3)c2c1N	-14	15	-7	3	-11	-2	-12	-4

Source: PubChem BioAssay (Broad Institute)
